# Bioassay records (PubChem BioAssay)
# TAAR1 antagonist: antagonists of human TAAR1. Q96RJ0. CHO RD-HGA16 TAAR1, Fluo-8 calcium fluorescence, antagonist. inhibition, % at 3 µM. 1.5% of 360,000 active. AID 624466;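 active = inhibition above a per-plate cutoff, the mean inhibition of test compounds on that plate plus 3 SD, cut at about 49% in these data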;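 note: 0% = DMSO plus EC80 beta-PEA response and 100% = DMSO alone without agonist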
# Target sequence (Q96RJ0 whole entry, looked up): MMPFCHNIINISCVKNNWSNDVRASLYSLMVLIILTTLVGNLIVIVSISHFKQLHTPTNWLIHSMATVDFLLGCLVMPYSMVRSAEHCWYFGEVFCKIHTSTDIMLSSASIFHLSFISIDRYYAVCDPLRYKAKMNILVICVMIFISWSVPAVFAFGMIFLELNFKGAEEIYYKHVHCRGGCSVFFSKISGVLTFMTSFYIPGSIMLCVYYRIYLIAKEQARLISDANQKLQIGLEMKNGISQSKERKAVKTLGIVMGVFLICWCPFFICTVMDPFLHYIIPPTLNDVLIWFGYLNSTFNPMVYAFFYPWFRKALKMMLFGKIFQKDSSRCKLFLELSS
#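 Test system: CHO RD-HGA16 cells bearing hTAAR1 | Reagent: β-PEA, EC80 | Compound dosing: 3 µM, single point | Schedule: Dye loading 75 min at 37 °C, then 30 min room temperature | Signal: Calcium fluorescence with Fluo-8 | Evaluation: Percent inhibition of PEA-evoked calcium signal, max/basal emission ratio | Control set: DMSO-only wells and EC80 β-PEA-stimulated wells | Repeats: Singlicate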
# OXTR potentiate: human OXTR potentiation; AID 2445; P30559; CHO-OTR cells, Fluo-8 calcium fluorescence, potentiator mode; 0% = oxytocin EC15, 100% = EC100; activation, % at 3 µM; 0.061% of 320,000 active;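 active = activation above that plate's cutoff, the mean activation of tested compounds plus 3 SD, cut at about 6.6% in these data, passing the limit was not always enough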;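 note: 100% uses oxytocin at 75 nM as the full agonist control; some results filed as inactive read as strong as hits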
# Target sequence (P30559 whole entry, looked up): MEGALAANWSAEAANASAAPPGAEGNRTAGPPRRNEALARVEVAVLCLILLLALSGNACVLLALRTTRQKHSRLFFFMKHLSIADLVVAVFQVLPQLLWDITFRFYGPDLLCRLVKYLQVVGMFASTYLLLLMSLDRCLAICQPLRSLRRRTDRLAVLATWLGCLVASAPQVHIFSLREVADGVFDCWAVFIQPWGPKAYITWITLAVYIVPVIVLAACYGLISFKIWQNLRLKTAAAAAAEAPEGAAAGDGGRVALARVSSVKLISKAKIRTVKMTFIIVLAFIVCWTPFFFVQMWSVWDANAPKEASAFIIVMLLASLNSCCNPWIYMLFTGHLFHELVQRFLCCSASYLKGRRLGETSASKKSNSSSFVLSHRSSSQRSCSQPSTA
#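 Assay system: CHO cell line stably expressing human OTR | Also added: Oxytocin at about EC15, sub-maximal agonist stimulus | Times: Compound 6 min at room temperature before oxytocin, 100 s read | Measured by: Fluo-8 intracellular calcium fluorescence, ex 470-495, em 515-575 nm | Controls: EC15 oxytocin alone as 0%, 75 nM oxytocin as 100%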
# M1 PAM: positive allosteric modulators of human M1 muscarinic receptor | activation, % at 3 µM | AID 588819 | P11229 | CHO-K1 hM1, Fluo-8 calcium fluorescence, ACh EC20; 0% = ACh EC20, 100% = maximal ACh | 0.088% of 360,000 active; in the data active = activation above about 19%, passing the limit was not always enough
# M1 ag: human M1 muscarinic receptor agonism; activation, % at 3 µM; 0.33% of 360,000 active; P11229; CHO-K1 hM1, Fluo-8 calcium fluorescence, agonist mode; 0% DMSO, 100% acetylcholine EC100;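 active = activation above the run's mean compound activation plus 3 SD, cut at about 16% in these data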;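 note: peak over basal fluorescence ratio within a 140 s kinetic read after compound addition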
# OXTR ag: activates the human oxytocin receptor; P30559; 0.32% of 320,000 active; CHO-OTR cells, Fluo-8 calcium fluorescence; normalized: DMSO 0%, oxytocin 100%; AID 2435; activation, % at 3 µM;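 active = activation above the mean of all tested compounds plus 3 SD, cutoff set per screening run, cut at about 20% in these data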;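 note: peak over basal fluorescence ratio from a 100 s FLIPR kinetic read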
# CHRM1 antagonist: antagonists of human M1 muscarinic receptor. P11229. CHO-K1 hM1, Fluo-8 calcium fluorescence, ACh EC80 antagonist. inhibition, % at 3 µM. 1.3% of 360,000 active;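 active = percent inhibition above its own plate's cutoff, namely the mean of that plate's compound wells plus 3 SD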;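 note: peak over basal fluorescence ratio during 140 s after agonist addition; 0% = ACh EC80 plus DMSO and 100% = DMSO alone without agonist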
# TAAR1 ag: human TAAR1 agonism. CHO RD-HGA16 TAAR1, Fluo-8 calcium fluorescence; vehicle wells 0%, saturating PEA agonist 100%. activation, % at 3 µM. 0.99% of 360,000 active. AID 624467;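 active = activation above the mean activation of all test compounds in the run plus 3 SD, cut at about 38% in these data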
#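 test system = CHO RD-HGA16 cells carrying human TAAR1 plus Gα16 | schedule = 17-24 h seeding, 75 min 37 °C dye, 30 min RT | compound dosing = 3 µM single concentration | control set = DMSO and PEA EC100 | replicates = n 1 | signal = Fluo-8 fluorescence, 5 s baseline then 140 s kinetic read | measure = percent activation vs PEA EC100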
# V1aR counter: counter-screen for oxytocin receptor agonists: human V1a receptor agonists. CHO-V1R cells, Fluo-8 calcium fluorescence, agonist mode; 0% DMSO, 100% 3 nM vasopressin. P37288. activation, % at 3 µM. 0.25% of 320,000 active;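 active = activation above the mean activation of all tested compounds plus 3 SD, per screening run, cut at about 20% in these data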;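 note: signal is peak over basal fluorescence ratio across a 100 second FLIPR read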
# CHO parental Ca: signal in parental CHO cells, OX1R antagonist counter-screen. parental CHO-K1, ATP-induced calcium, Fluo-8 fluorescence. inhibition, % at 5.6 µM. 0.63% of 330,000 active. AID 463079;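 active = inhibition above that plate's mean sample inhibition plus 3 SD, cut at about 26% in these data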;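 note: 0% = ATP-challenged DMSO wells and 100% = DMSO wells without ATP; some compounds past the cut are filed as inactive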
#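 Assay system: untransfected parental CHO cell line. Also added: ATP agonist challenge. Dosing: one dose, 5.6 µM nominal. Measured by: Fluo-8 fluorescence. Read-out: % inhibition. Benchmarks: ATP wells versus no-ATP DMSO wells. Repeats: no replicates.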
# An asterisk follows results filed as active; . = no result given.
compound	TAAR1 antagonist	OXTR potentiate	M1 PAM	M1 ag	OXTR ag	CHRM1 antagonist	TAAR1 ag	V1aR counter	CHO parental Ca
COC(=O)Cn1c(=O)oc2ccc(C)cc21	-18	-5	3	-3	1.7	-5	1	-0.2	-13
O=C(c1cccc(NS(=O)(=O)c2cccc([N+](=O)[O-])c2)c1)N1CCOCC1	-6	-8	13	-1	-0.7	-12	11	-0.3	-6
Cc1ccc(-n2ncc3c2CC(C)(C)CC3NC(=O)CCc2c(C)noc2C)cc1 (stereo not given)	-10	.	13	-6	.	-19	3	.	.
CC(=O)c1c(OC(=O)c2cccc(Cl)c2)c2ccccc2n1C	26	-10	-1	-5	-1.7	-1	2	0.7	-9
CCCCn1nc(C(=O)N(C)C2CCCCC2)c2ccccc2c1=O	-26	-5	1	-1	-2.3	4	3	-0.9	-11
COc1ccccc1NC(=O)CSc1nnc(C)o1	18	1	3	-4	1.0	3	5	0.6	-5
O=S(=O)(NCCc1ccncc1)c1ccc(F)cc1	-6	-5	8	-5	0.0	-12	7	1.4	-3
CCOC(=O)C1CCN(CC(O)COCc2cccs2)CC1 (stereo not given)	-7	-9	8	-9	0.4	5	1	1.1	0
Cc1cc(OC(=O)c2cccc(Cl)c2)c([N+](=O)[O-])c(=O)[nH]1	-18	-2	3	-1	-0.6	0	2	0.0	-3
COc1ccc(C(=O)NC2CC3CCCC(C2)N3Cc2ccccc2)cc1OC (stereo not given)	-15	3	-15	-11	0.2	13	-1	1.0	-22
O=C(Nc1ccccc1)c1ccc(Nc2c([N+](=O)[O-])cc([N+](=O)[O-])c3ccccc23)cc1	41	-5	6	-1	0.4	-4	9	0.6	7
O=C(Cc1ccccc1[N+](=O)[O-])N1CCc2ccccc2C1	6	3	3	-6	-1.2	3	6	0.8	7
COc1ccc(S(=O)(=O)NCC2CCCN(C(=O)c3occc3C)C2)cc1 (stereo not given)	2	-1	7	-4	0.1	-7	2	-0.1	-16
CC(=O)Nc1cccc(Nc2nc(-c3cccs3)nc3ccccc23)c1	46	-7	17	3	2.6	-16	12	1.4	-13
C/C(=N\OCC(=O)OCC(=O)NCc1ccccc1)c1ccc2c(c1)OCO2	-13	-2	12	-3	-2.2	-11	0	-1.0	-7
CCc1ccc2cc(F)cc(F)c2n1	-7	.	5	-3	.	3	0	.	.
COc1ccc(NC2=CC(=O)CC(C)(C)C2)cc1OC	0	0	3	-5	-0.1	1	9	-0.3	-20
CCOc1ccccc1NC(=O)CSc1nc(=O)n(CCCN2CCOCC2)c2c1CCCC2	-23	5	5	-8	-0.5	-10	0	-0.3	-25
CCCCOC(=O)CCN1C(=O)/C(=C2\SC(=S)N(CCC(=O)OCCCC)C2=O)SC1=S	6	-7	4	-1	0.8	2	2	0.4	7
CCC(C)(C)n1nnnc1C(c1ccc(C)cc1)N1CCC(C)CC1 (stereo not given)	-6	5	3	-5	-1.6	-11	12	-0.6	7
NC(=O)c1ccccc1NC(=O)Nc1cccc2ccccc12	-21	2	8	-3	-0.6	-10	6	-0.2	-11
CCn1cc2nc(SCC(=O)Nc3ccccc3F)n(Cc3ccccc3)c(=O)c2n1	4	-2	-6	-2	-1.7	9	-2	0.2	-23
O=C(Nc1ccccc1)N1CCC(C(=O)N2CCN(Cc3ccccc3)CC2)CC1	9	-6	2	-4	1.7	1	8	0.9	-4
CC(C(=O)N1CCCc2ccccc21)N1C(=O)c2ccccc2C1=O (stereo not given)	5	-16	6	-4	-1.2	-4	0	-0.8	-16
O=C1[C@H]2CCC=C[C@H]2[C@H](c2cccc(Br)c2)N1Cc1ccccc1	.	.	-2	-8	.	0	.	.	-22
Cc1cc(NC(=O)CSc2nc(=O)n3cc(Cl)ccc3n2)no1	-1	0	11	-1	0.8	-22	1	0.4	-5
Cc1ccc([C@H]2C[C@H](n3cc(-c4ccc(F)cc4)nn3)[C@@H](O)CN2C(=O)C2CCCCC2)cc1	1	.	-1	-5	.	1	1	.	.
CC1CN(S(=O)(=O)c2ccc(C(=O)Nc3nncs3)cc2)CC(C)O1 (stereo not given)	5	-3	3	-1	2.0	9	6	1.7	-7
O=C(CCSc1ccccc1)NC(=O)COC(=O)C1CCCCC1	20	-5	8	-2	-2.1	6	1	-0.8	1
CCCOc1ccccc1N/C(N)=N/c1nc(C)cc(C)n1	-11	-13	-4	-5	-0.5	13	1	1.4	-3

# Reformatted: 3 of the compounds above.
# Each structure is followed by: TAAR1 antagonist, OXTR potentiate, M1 PAM, M1 ag, OXTR ag, CHRM1 antagonist, TAAR1 ag, V1aR counter, CHO parental Ca
- O=C(CCSc1ccccc1)NC(=O)COC(=O)C1CCCCC1
→ 20, -5, 8, -2, -2.1, 6, 1, -0.8, 1
- CC1CN(S(=O)(=O)c2ccc(C(=O)Nc3nncs3)cc2)CC(C)O1 (stereo not given)
→ 5, -3, 3, -1, 2.0, 9, 6, 1.7, -7
- Cc1cc(NC(=O)CSc2nc(=O)n3cc(Cl)ccc3n2)no1
→ -1, 0, 11, -1, 0.8, -22, 1, 0.4, -5

# Next section
Compound	TAAR1 antagonist	OXTR potentiate	M1 PAM	M1 ag	OXTR ag	CHRM1 antagonist	TAAR1 ag	V1aR counter	CHO parental Ca
O=[N+]([O-])c1ccc(-c2nnc(CNC3CCCC3)o2)cc1	-9	0	6	-4	-0.6	-7	3	-0.4	-7
Cc1ccc(-c2cc(NC(=O)CSc3n[nH]c(N)n3)n(-c3ccccc3)n2)cc1	5	-2	-9	-1	2.4	4	0	-0.5	-12
CCc1cc(C(=O)OC)c(NC(=O)c2cc(Br)cs2)s1	.	-6	-3	-2	-0.8	8	.	-0.5	-14
CCn1cc(CNC(=O)c2cccc([N+](=O)[O-])c2)cn1	-7	-3	1	-5	0.0	3	4	0.3	-6
COc1ccc(NC(=O)COC(=O)CCCC2=NS(=O)(=O)c3ccccc3N2)cc1	-16	-3	7	-3	0.0	-18	39*	0.5	4
CCOC(=O)C1=C(N)OC(CCl)=C(C#N)C1c1ccsc1 (stereo not given)	-10	-5	3	-4	-0.4	-6	1	0.6	-5
CCN1C(=O)c2cccc3c(S(=O)(=O)N(C(=O)c4cccnc4)c4ccc(OC)cc4)ccc1c23	67*	-10	-8	-5	2.1	12	14	1.2	-16
CC(C)(C)c1ccc(/C=C/C(=O)O)s1	-1	0	10	-2	2.7	-3	0	2.0	-4
O=c1nc2s/c(=C\c3ccco3)c(=O)n2nc1Cc1ccc(F)cc1	1	2	8	-5	2.1	-10	8	1.5	-4
COCCCNC(=S)N/N=C/c1ccc(N(C)C)cc1	9	-7	6	-2	0.6	-1	7	-1.0	6
O=C(CN1CCCC1)N1c2ccccc2Sc2ccc(Cl)cc21	-17	.	-29	-10	.	99*	4	.	.
CCN(CC)C(=O)C(C)OC(=O)COc1ccc(Cl)cc1C (stereo not given)	-2	-11	-3	2	7.9	1	6	5.1	-7
O=C1[C@H]2[C@@H](C(=O)N1c1cccc3ccccc13)C1(C(=O)c3ccccc3C1=O)N1CCC[C@@H]21	3	-23	4	-2	-1.6	-1	2	0.5	-5
CC(C)(C)OC(=O)N(CCc1ccccc1)Cc1ccc(OCc2cccc(NC(=O)/C=C/c3ccccc3)c2)cc1	-4	.	-4	-4	.	0	3	.	.
CCNC(=O)COC(=O)CCC(=O)c1ccc(F)cc1	-6	-5	8	-1	0.2	-5	0	0.7	-4
O=C(CN1C(=O)CSc2ncccc21)Nc1cccc(Cl)c1	2	-3	18	11	1.9	-8	1	1.6	-13
CC(=O)Nc1ccc(NC(=O)CSc2nnc(NC(=O)C3CC(=O)N(c4ccc(F)cc4)C3)s2)cc1 (stereo not given)	-5	-4	3	-2	0.1	-5	0	-1.1	7
CCSc1cnnc2ccccc12	16	.	17	-2	.	-21	-1	.	.
CCCCCCOC(=O)c1ccc(NC(=O)c2cc(OC)c(OC)c(OC)c2Br)cc1	24	-23	-10	-3	0.2	11	10	1.3	4
CCCCN1C[C@H](c2ccc(OC)cc2)[C@@H](CC(=O)Nc2ccc(OC)cc2)C1=O	-5	.	7	-4	.	-11	2	.	.
O=C(NC(=S)Nc1ccccc1Br)C1CCCC1	-14	-2	-3	-4	-1.9	-6	7	-0.5	-9
CC1CCN(C(=O)CSc2nnc(Cc3cc(=O)[nH]c(=O)[nH]3)n2-c2ccc(Cl)cc2)CC1	-6	-3	-1	-13	0.3	-6	0	2.5	-1
CCNC(=O)CN(CCc1ccccc1)S(C)(=O)=O	-7	-6	7	-1	-0.2	-8	3	0.1	-10
CC(=O)N1CCN(S(=O)(=O)c2cccc(C(=O)Nc3cc(C(F)(F)F)ccc3N3CCOCC3)c2)CC1	-27	-3	3	-4	1.5	2	5	2.3	-24
O=C(O)/C=C/c1nc(-c2ccccc2)n2ccccc12	4	-4	2	0	1.6	-7	1	0.8	-4
O=C(CSc1ccc2nnc(-c3ccccn3)n2n1)Nc1cccc(F)c1	-3	-6	2	-2	-0.6	-1	1	0.6	-7
Clc1ccc2c(c1)[C@H]1OCC[C@H]1[C@@H](c1ccco1)N2	-18	-1	-3	-6	-2.0	0	4	-0.9	-6
